Source: PubChem
SMARCA2 activ: SMARCA2 function activation, primary screen; AID 652017; 370,000 compounds, 1% hits; MG213 cells, MMTV-luciferase reporter, dexamethasone, overnight; activation, % at 9.1 µM; in the data active means activation above about 7.8%;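 further: 0% = vehicle wells and 100% = reference activator wells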
sPLA2-III inh: Inhibits HGIII-sPLA2 liposome hydrolysis, primary screen. Q9NZ20. QFRET BODIPY PC-A2 liposome hydrolysis, fluorescence. inhibition, % at 12.2 µM. 370,000 compounds, 0.56% hits;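 active means inhibition above mean plus 3 SD of compounds lying within the high and low control bounds, cut at about 19% in these data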;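 further: 0% = median of test compound wells and 100% = no enzyme DMSO wells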
ssDAF12 agonist: S. stercoralis DAF-12 activation, primary screen; activation, % at 6.8 µM; 370,000 compounds, 1% hits; AID 652126; HEK293 ssDAF-12/GRIP1 lit1-tk-luc reporter, luminescence; % of 3 µM dafachronic acid response;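 active means activation above the mean over all tested compounds plus 3 SD, cut at about 0.9% in these data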;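 further: 0% = DMSO-only wells and 100% = 3 µM delta7-dafachronic acid wells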
hcDAF12 agonist: H. contortus DAF-12 activation, primary screen; activation, % at 6.8 µM; HEK293 hcDAF-12 lit1-tk-luc reporter, luminescence; 0% DMSO, 100% Δ7-dafachronic acid; 370,000 compounds, 1.4% hits;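 active means activation above the mean of all tested compounds plus 3 SD, cut at about 5.5% in these data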;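 further: 100% = response to 3 µM Δ7-dafachronic acid high control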
GAA850 FXN act: increases GAA850 frataxin promoter reporter activity. AID 540364. 360,000 compounds, 0.56% hits. HEK293 lucGAA850 FXN promoter luciferase reporter, 24 h; percent of 10 µM SAHA response. activation, % at 6 µM;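 active means activation above the average of all compounds screened plus 3 SD, cutoff fixed separately per campaign, cut at about 7.5% in these data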;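 further: 0% = DMSO wells and 100% = 10 µM SAHA wells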
NPR2 activator: GC-B (human) receptor activation; 370,000 compounds, 0.11% hits; P20594; AID 1920062; HEK293-GC-B cells, CNP EC30, cGMP TR-FRET; 0% at EC30 CNP, 100% saturating CNP; activation, % at 10 µM;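 active means activation at 10 µM reaching about 35% in either raw or pattern-adjusted values, limit read from the data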
hgDAF12 agonist: agonists of H. glycines DAF-12 nuclear receptor; 370,000 compounds, 1.8% hits; activation, % at 6.8 µM; HEK293 GAL4-hgDAF12 UAS-luciferase reporter, agonist luminescence; normalized to butyrate control;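 active means activation above a cutoff set at the mean of all screened compounds plus 3 SD, cut at about 10% in these data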;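 further: 0% = DMSO wells and 100% = sodium butyrate wells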
DAX1 inh-1: inhibits human nuclear receptor DAX1 | P51843 | HEK293 Gal4-DAX1 luciferase reporter, luminescence | inhibition, % at 6.75 µM | 340,000 compounds, 0.99% hits | AID 504766;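 active means inhibition above the mean over all tested compounds plus 3 SD, cut at about 4.2% in these data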;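 further: 0% = DAX1-transfected cells with DMSO and 100% = empty-vector control cells with DMSO; inhibition shows as a rise in luminescence from relieved DAX1 repression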
DAX1 inh-2: blocks DAX1 repression of SF-1 activated StAR promoter; 370,000 compounds, 1.1% hits; HEK293T StAR-luciferase reporter, SF-1/DAX-1 repression relief; AID 652010; inhibition, % at 6.8 µM;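 active means inhibition above the mean over all tested compounds plus 3 SD, cut at about 3.6% in these data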;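 further: 0% = DAX-1 cells with DMSO and 100% = cells lacking DAX-1 with DMSO; higher inhibition means more luminescence from relief of DAX-1 repression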
ADAM10 inh: inhibits human ADAM10; recombinant ADAM10, EDANS/DABCYL FRET peptide cleavage, 3 h; inhibition, % at 7 µM; O14672; 370,000 compounds, 0.62% hits;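 active means inhibition above a per-campaign cutoff equal to the mean of compounds falling between control-based bounds plus 3 SD, cut at about 20% in these data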;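 further: 0% = DMSO wells while the 100% control is not disclosed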
NPR1 activator: GC-A (human) enzyme activation; 370,000 compounds, 0.14% hits; activation, % at 10 µM; HEK293 GC-A cells, cGMP TR-FRET, EC30 ANP; 0% at EC30 ANP, 100% saturating ANP; in the data active means activation above about 40%
Target sequence (P16066 whole entry, looked up): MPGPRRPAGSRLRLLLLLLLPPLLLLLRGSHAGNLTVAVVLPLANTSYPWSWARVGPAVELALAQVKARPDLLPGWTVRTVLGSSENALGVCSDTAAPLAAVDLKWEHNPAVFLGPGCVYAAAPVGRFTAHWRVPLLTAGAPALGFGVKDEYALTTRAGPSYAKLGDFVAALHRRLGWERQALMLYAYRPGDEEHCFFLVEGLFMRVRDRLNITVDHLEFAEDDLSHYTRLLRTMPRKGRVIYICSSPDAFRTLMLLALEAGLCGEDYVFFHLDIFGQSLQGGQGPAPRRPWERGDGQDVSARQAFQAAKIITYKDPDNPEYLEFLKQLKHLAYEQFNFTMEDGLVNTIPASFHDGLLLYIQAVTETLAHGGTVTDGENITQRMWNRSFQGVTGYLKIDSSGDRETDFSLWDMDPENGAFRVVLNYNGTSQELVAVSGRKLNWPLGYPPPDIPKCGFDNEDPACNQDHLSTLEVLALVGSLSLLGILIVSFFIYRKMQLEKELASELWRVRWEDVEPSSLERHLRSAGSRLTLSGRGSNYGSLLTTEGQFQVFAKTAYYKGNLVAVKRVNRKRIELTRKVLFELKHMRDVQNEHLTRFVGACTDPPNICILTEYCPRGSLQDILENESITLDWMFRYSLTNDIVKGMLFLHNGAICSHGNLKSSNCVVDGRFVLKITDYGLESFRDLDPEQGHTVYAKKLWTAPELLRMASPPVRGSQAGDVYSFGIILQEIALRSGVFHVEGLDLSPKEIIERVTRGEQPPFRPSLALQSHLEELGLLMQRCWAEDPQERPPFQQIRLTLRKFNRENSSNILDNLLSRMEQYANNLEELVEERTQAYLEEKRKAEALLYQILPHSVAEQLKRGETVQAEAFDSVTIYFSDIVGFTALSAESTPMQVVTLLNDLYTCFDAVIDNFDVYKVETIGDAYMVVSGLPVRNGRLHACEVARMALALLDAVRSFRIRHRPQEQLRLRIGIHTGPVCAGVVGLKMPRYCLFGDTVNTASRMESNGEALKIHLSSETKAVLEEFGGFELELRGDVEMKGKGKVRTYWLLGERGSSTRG
* marks the source's active call; other numbers are inactive results; i = inactive; · = not tested or not shown.

molecule	ADAM10 inh	SMARCA2 activ	NPR1 activator	DAX1 inh-1	ssDAF12 agonist	DAX1 inh-2	hcDAF12 agonist	NPR2 activator	sPLA2-III inh	GAA850 FXN act	hgDAF12 agonist
CCn1cc([N+](=O)[O-])c(C(=O)N2N=C(c3ccc(Cl)c(Cl)c3)CC2c2ccccc2O)n1 (centres undefined)	7	-4	-12	0.2	-1.1	-0.7	-1.1	-4	-47	3.7	0.5
COc1ccc(NC(=O)C2(C)CCN2C(=O)C(C)C)cc1F (centres undefined)	-15	-8	3	·	-1.1	-1.1	0.1	2	15	0.1	-4.2
Cc1cccc(C(=O)n2c(=S)nc3cc(C)ccn32)c1	-12	3	3	4.6*	0.7	3.7*	6.6*	-5	-5	-3.8	16*
CCCC(=O)n1nc(-c2ccc(C)cc2)nc1NCc1ccco1	-3	2	-4	1.1	-1.2	1.6	1.1	-5	-4	3.2	13*
COC(=O)c1cnc(SCc2ccc(C)cc2)n1C	0	3	0	0.2	-1.1	1.3	-0.1	1	-3	5.4	4.9
COC(=O)C1CN(Cc2ccc(F)cc2)CCS(=O)(=O)N1Cc1cn(Cc2ccc(F)cc2)nn1 (centres undefined)	-3	-3	-2	·	-1.2	-1.0	-2.0	-2	-8	·	-2.0
CN=C1NC(C)(C)C2CCC(C)(CC2)S1	-12	-2	0	0.7	-1.3	-1.1	-1.1	-1	11	-1.6	-2.9
CCN1C(=O)CC(n2c(C)nc3ccccc32)C1=O (centres undefined)	-7	-5	3	-0.2	-1.2	0.7	0.4	6	3	1.1	-0.5
CCc1cc2c(=O)n(CC(C)C)cnc2s1	-8	1	0	-0.9	-0.5	1.1	1.5	-6	5	4.3	3.9
COc1ccc(C(C[N+](=O)[O-])c2c(-c3ccccc3)cc3ccccn23)cc1 (centres undefined)	-23	-2	-24	-0.7	-1.0	-0.8	-0.7	-9	-4	-0.8	-1.3
C[C@@H]1CN([C@@H](C)CO)C(=O)c2cc(N(C)C)ccc2O[C@@H]1CN(C)S(C)(=O)=O	-12	0	2	0.2	-1.2	0.3	-0.7	8	8	1.0	3.1
CN(Cc1ccco1)C(=O)Cn1cc(S(=O)(=O)N2CCCC2)c(S(=O)(=O)N2CCCC2)c1	0	0	3	0.7	-0.5	-0.3	-2.5	-3	-2	0.6	1.0
O=C1CCC([N+](=O)[O-])C(c2cccc([N+](=O)[O-])c2)N1 (centres undefined)	-4	-3	4	0.4	-0.8	0.0	-1.8	-1	7	0.3	-1.1
CCCCN(C)c1c(C)nc2ccc(C(=O)N(CC)CCN(C)C)cn12	-50	1	0	·	-0.8	0.1	1.2	3	1	-0.3	-2.1
CCN(CC(O)CON=C1c2ccccc2-c2ccccc21)S(=O)(=O)c1ccc(Cl)cc1 (centres undefined)	15	-5	-8	-2.4	-2.2	-0.9	-2.7	-11	-44	2.5	-0.8
COc1ccc(CNC(=O)C2CCN(S(=O)(=O)N3CCCC3)CC2)c(OC)c1	-5	-3	-2	0.0	-1.4	-0.3	-1.1	4	-2	1.0	-1.6
Cc1cc2sc3ccccc3c(=O)c2c(C)c1O	-5	2	-2	-0.3	1.1*	2.0	3.7	0	-20	-0.7	9.2
COc1cc(NC(=O)CSc2nc(C3CC3)nc3ccccc23)cc(OC)c1	0	0	-21	-1.2	-0.8	-0.2	0.8	-14	-4	1.0	-1.5
COc1ccc(CC(=O)N/N=C(\C)CC(=O)Nc2ccc3c(c2)OCCO3)cc1OC	7	-3	-1	-1.7	-1.2	0.0	-1.5	-3	-4	-0.9	-1.4
Cc1cccc(NC(=O)CSc2nnc(SCc3ccc(Cl)cc3)s2)c1	12	-7	-4	·	-1.6	0.0	-1.3	5	-22	·	-4.0

Reformatted field by field: part of the list above
CCCCN(C)c1c(C)nc2ccc(C(=O)N(CC)CCN(C)C)cn12
  ADAM10 inh: -50; SMARCA2 activ: 1; NPR1 activator: 0; DAX1 inh-1: ·; ssDAF12 agonist: -0.8; DAX1 inh-2: 0.1; hcDAF12 agonist: 1.2; NPR2 activator: 3; sPLA2-III inh: 1; GAA850 FXN act: -0.3; hgDAF12 agonist: -2.1
CCN(CC(O)CON=C1c2ccccc2-c2ccccc21)S(=O)(=O)c1ccc(Cl)cc1 (centres undefined)
  ADAM10 inh: 15; SMARCA2 activ: -5; NPR1 activator: -8; DAX1 inh-1: -2.4; ssDAF12 agonist: -2.2; DAX1 inh-2: -0.9; hcDAF12 agonist: -2.7; NPR2 activator: -11; sPLA2-III inh: -44; GAA850 FXN act: 2.5; hgDAF12 agonist: -0.8
COc1ccc(CNC(=O)C2CCN(S(=O)(=O)N3CCCC3)CC2)c(OC)c1
  ADAM10 inh: -5; SMARCA2 activ: -3; NPR1 activator: -2; DAX1 inh-1: 0.0; ssDAF12 agonist: -1.4; DAX1 inh-2: -0.3; hcDAF12 agonist: -1.1; NPR2 activator: 4; sPLA2-III inh: -2; GAA850 FXN act: 1.0; hgDAF12 agonist: -1.6

Additional compounds
molecule	ADAM10 inh	SMARCA2 activ	NPR1 activator	DAX1 inh-1	ssDAF12 agonist	DAX1 inh-2	hcDAF12 agonist	NPR2 activator	sPLA2-III inh	GAA850 FXN act	hgDAF12 agonist
Cc1ccc2[nH]c3c(c2c1)CCNC3=O	-228	2	0	0.6	-1.5	0.8	1.8	1	-4	2.5	7.1
COc1ccccc1NC(=O)CCC(=O)Nc1nnc(C2CCCCC2)s1	-1	-2	4	0.1	-1.1	0.0	0.8	-1	-10	-0.1	2.5
CCc1cccc(NC(=O)C2CCCN(S(=O)(=O)c3cnc[nH]3)C2)c1 (centres undefined)	-6	-1	0	0.6	-0.6	-0.8	0.1	1	-12	0.1	1.4
Cc1ccccc1-c1nc(CS(=O)(=O)CC(=O)NCc2ccc3c(c2)OCO3)c(C)o1	-5	-2	1	0.1	-1.2	-0.3	-0.7	-7	-20	-0.1	4.0
COc1ccccc1CNC(=O)N1CCN(S(=O)(=O)c2ccccc2)CC1	-2	-3	-2	-0.5	-0.3	0.3	1.5	2	-2	-1.5	-1.5
CC(C)c1ccc([N+](=O)[O-])cc1S(=O)(=O)N1CCN(C)CC1	-5	-2	-1	-0.9	-1.4	-0.3	-0.6	-1	-4	0.8	1.4
CCc1ccc(OCC(=O)N/N=C/c2cc([N+](=O)[O-])ccc2N2CCCCCC2)cc1	-18	-3	-1	-1.8	-0.3	0.1	-0.4	3	11	3.0	0.5
Cc1ccc(NC(=O)CSCC(=O)O)cc1	-5	-2	3	0.0	-1.3	0.8	-0.8	1	-2	-2.3	-1.8
CCc1ccccc1OCc1nc2ccc(S(=O)(=O)N3CCOCC3)cc2[nH]1	-7	-2	8	-3.0	-2.2	-0.8	-3.0	12	-18	1.1	-2.4
CSCCC(NS(=O)(=O)c1ccc(Cl)cc1)C(=O)O (centres undefined)	3	0	0	0.5	-1.5	0.0	-2.2	0	-1	-0.5	-1.7
COc1ccc2c(CC(=O)Nc3ccc(OC)nc3)coc2c1	4	3	1	0.5	-1.3	-0.8	-2.0	-1	-4	3.7	-2.6
O=C(NCCCN1CCOCC1)c1ccc(S(=O)(=O)Nc2ccccc2)cc1	2	-2	2	-1.3	-0.7	0.6	-0.3	3	4	-1.4	1.9
O=C(c1cccc(F)c1)N1CCC2(CC1)NCCc1[nH]cnc12	4	5	4	-0.3	-1.3	-0.6	-1.9	-2	6	2.3	1.0
O=C(OCc1nnc(-c2ccccc2)o1)c1ccc([N+](=O)[O-])s1	-2	-3	-1	0.2	0.3	-0.7	-1.4	-1	6	-2.4	-2.4
CC1(C)CC(NC(=S)NC2CC2)CC(C)(C)N1	1	-2	1	2.5	-1.1	0.9	0.9	6	-3	-1.0	2.4
O=C1CC(N(C(=O)c2ccco2)c2cccc(Cl)c2)C(=O)N1c1cccc(Cl)c1 (centres undefined)	2	-3	2	2.0	-1.2	0.4	1.7	2	-3	1.7	-3.2
CCOc1cc(-c2nnc(NC(=O)C3=COCCO3)o2)cc(OCC)c1OCC	-6	-2	2	0.0	-0.5	-1.1	-0.2	3	-4	-2.5	-0.3
CC(=O)Oc1ccc(NC(=O)Cc2ccccc2)cc1	1	1	2	0.1	-1.4	0.3	-0.6	4	-5	1.0	0.7
COc1ccc(NC(=O)Cc2ccccc2F)cc1S(=O)(=O)N1CCCCC1	-8	0	6	-1.1	-1.4	0.0	-0.2	4	4	-0.8	-1.6
CCCNNC(=O)C(O)(c1cccc(C)c1)c1cccc(C)c1	-2	0	-9	-0.7	-1.6	0.2	1.4	0	3	1.9	1.2
CC(C)CN1C(=O)C[C@]2(C(=O)N(C)c3ccc(NC(=O)C(C)(C)C)cc32)C1c1ccccc1 (some centres undefined)	-5	-2	2	·	-0.8	-0.5	-1.6	6	4	·	-0.8
CCOc1ccc(C(=O)Nc2c3c(nn2-c2ccccc2)CS(=O)(=O)C3)cc1	0	1	3	1.4	-0.4	-0.4	-1.6	0	-2	0.9	-2.9
COC(=O)c1ccc(C(=O)OC)c(NC(=S)N2CCN(c3ccccc3)CC2)c1	i	-2	-6	-0.7	-1.1	-0.3	-1.4	-1	0	-3.1	1.6
C=C(C)n1c(=O)n(Cc2ccccc2C)c2ccccc21	6	-3	2	0.2	-1.1	0.1	-2.0	6	10	0.4	-0.5
CN(C)C(=O)Cn1c(SCC(=O)NCc2ccc3c(c2)OCO3)nc2ccccc21	2	1	1	0.9	-1.1	-0.4	-0.6	-5	3	0.5	-1.6
O=C(CN1CCN(c2ccccn2)CC1)NC1CCCC1	2	0	2	1.8	-1.1	-0.5	-0.2	7	-2	1.1	0.0
COC(=O)[C@]1(C)CCC[C@@]2(C)C3CC[C@]4(OC(C)=O)C[C@@]3(CCC21)CC4=O (some centres undefined)	-4	2	-1	-1.4	-1.6	-0.7	-2.5	0	4	2.7	-0.8
CCCCN1C(=O)C(CC(=O)NCC)SC1=Nc1ccccc1 (centres undefined)	-6	-4	6	-0.6	-0.9	-0.2	-2.3	-4	1	4.0	-1.7
CN1CCCCC(NC(=O)C2CCCCC2)C1=O (centres undefined)	2	6	-1	·	-1.2	1.0	0.5	1	-1	·	-0.1
CC(=O)Nc1ccc(S(=O)(=O)N(Cc2ccco2)Cc2cc3ccccc3[nH]c2=O)cc1	-46	-1	3	-1.4	-1.6	-4.3	-2.0	1	-7	-4.7	-1.0
C#Cc1cccc(OC[C@@H](O)CN2CCC(C(O)(c3ccccc3)c3ccccc3)CC2)c1	6	-5	-17	·	-1.2	0.2	-0.8	-12	-19	·	3.5
COc1ccc(NC(=O)/C(C#N)=C/c2ccc(-c3ccccc3C(=O)O)o2)cc1	1	1	0	3.0	-0.4	0.2	-0.6	0	-4	0.3	0.2
COc1ccccc1N1CCN(C(c2ccc(F)cc2)c2nnnn2C(C)C)CC1 (centres undefined)	8	1	1	0.2	-1.5	-0.7	-1.0	0	-1	1.6	-0.5
CCOc1ccc(S(=O)(=O)N2CCN(C(=O)c3sccc3C)CC2)cc1	1	1	0	0.3	-1.2	0.0	-0.4	2	8	-2.7	0.4
